Screens from PubChem.
TSG101-PTAP inh – blocks PTAP/TSG101 interaction to inhibit HIV-1 budding. AID 493005. 340,000 tested, under 10 active. Potency, µM (doses to about 115 µM), for inactives: top-dose activity change, negative = inhibition, most hits filed as inhibitors. Q99816. Fluorescence polarization, FITC-PTAP peptide / Tsg101 binding; active = well fitted inhibition curve with a large enough effect in the main read-out, with a control signal flat, not every such curve was filed as active; inconclusive = small, poorly fitted or top-dose-only effect, or effect the other way, or a change in a side signal; inactive = no such curve, though single readings can be large or run the other way; also: potency is read from the fitted curve at half-maximal effect; % of control where 0% means no effect
Target sequence (Q99816 whole entry, looked up): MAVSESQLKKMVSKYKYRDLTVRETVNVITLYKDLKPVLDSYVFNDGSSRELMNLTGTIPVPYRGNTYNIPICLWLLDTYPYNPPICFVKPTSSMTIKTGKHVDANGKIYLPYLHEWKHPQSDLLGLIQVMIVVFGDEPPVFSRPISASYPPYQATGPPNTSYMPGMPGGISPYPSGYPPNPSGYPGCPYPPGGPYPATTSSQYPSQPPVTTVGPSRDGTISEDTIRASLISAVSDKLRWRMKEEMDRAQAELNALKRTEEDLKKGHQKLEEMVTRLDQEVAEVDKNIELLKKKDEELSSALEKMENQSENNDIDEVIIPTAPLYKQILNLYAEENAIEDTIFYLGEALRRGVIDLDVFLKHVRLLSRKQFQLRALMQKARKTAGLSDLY
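FP read-out: FITC-PTAP peptide, 50 nM final, binding Tsg101 binding domain, 10 uM final; 20 min, r.t.; 10 mM HEPES pH 7.5, 0.15 M NaCl, 0.01% Tween 20, 3 mM EDTA, 0.1 mM TCEP.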
TCR act – T cell receptor activation. 330,000 tested, under 10 active. Potency, µM (titrated, usually from 9.22 µM), without a hit: top-dose activation of IL-2 secretion, most hits filed as activators. primary human leukocytes, anti-CD3, IL-2 HTRF, 48 h; active = well fitted activation curve with a large enough effect; inconclusive = small, poorly fitted or top-dose-only effect, or another doubt; inactive = no such curve, though single readings can be large or run the other way; also: % of control where 0% means no effect
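Using a-CD3 beads without co-stimulation, primary human leukocytes were exposed to compounds for 48 hr. An HTRF IL-2 kit measured the cytokine, with europium-to-d2 energy transfer producing emission at 665nm upon 320nm excitation.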
uPA generation – inhibitors of cell surface uPA generation; cell surface uPA generation assay, qHTS; Potency, µM (titrated, usually from 38.3 µM), for inactives: at the highest dose activity change, negative = inhibition, usual class: inhibitors; 330,000 tested, 0.31% active; AID 540303; active = well fitted inhibition curve with a large enough effect; inconclusive = small, poorly fitted or top-dose-only effect; inactive = no such curve, though single readings can be large or run the other way; tested in mouse RAW 264.7 cells; also: potency is read from the fitted curve at half-maximal effect; % is scaled to controls: 0 for no effect and ±100 for the full control effect; nearly all actives have a fitted effect of over 55% in size
Active calls of the source: *; ? = inconclusive. Some of the compounds tested; rates above refer to the full screens.

TSG101-PTAP inh	uPA generation	TCR act	Molecule
-8%	5%	0%	O=S(=O)(O)c1cc(O)c2cc(Nc3ccccc3)ccc2c1
-2%	4%	1%	Cn1c(=O)c2c([nH]c(=O)n2C)n(Cc2ccccc2)c1=O
-3%	-1%	8%	O=C(NCc1ccccc1F)C12CC3CC(CC(C3)C1)C2
-9%	-1%	-1%	COc1cccc(CN(C)CCCn2ccc(NC(=O)OCc3ccccc3)nc2=O)c1
-6%	5%	-3%	O=[N+]([O-])c1ccc(S(=O)(=O)NCCCc2ccccc2)cc1
-3%	-10%	6%	N=c1nc2n(cc1F)C1OC(CO)C(O)C1O2 (stereo not drawn)
-1%	4%	-3%	CC12CCC(=O)CC1CCC1C2CCC2(C)C1CCC2(O)C(=O)CO (stereo not drawn)
-1%	11%	3%	CCOC(=O)OCC(=O)C1(O)CCC2C3CCC4=CC(=O)CCC4(C)C3C(O)CC21C (stereo not drawn)
-4%	-6%	-5%	O=C1CC[C@@H]2CC3(C[C@@H]4CCN1[C@H]24)Nc1cc([N+](=O)[O-])ccc1NC3=NC1CCCCC1 (stereo partly drawn)
-2%	-10%	2%	O=[N+]([O-])c1ccc(NN=Cc2ccccc2O)nc1
-1%	2%	1%	CN(C)/N=C/C=C1\CC/C(=C\c2ccc(F)c(F)c2)C1=O
0%	-6%	9%	CSC1SCC2C(=O)N(C)C(C(C)C)C(=O)OCC(NC(=O)c3cnc4ccccc4n3)C(=O)NC(C)C(=O)N(C)C1C(=O)N(C)C(C(C)C)C(=O)OCC(NC(=O)c1cnc3ccccc3n1)C(=O)NC(C)C(=O)N2C (stereo not drawn)
-5%	17%	17%	COc1ccc(-c2nn(-c3ccccc3)cc2C(=O)N(C)CC(=O)Nc2ccccc2Br)cc1
-7%	-1%	2%	COc1ccccc1C(CNC(=O)CNC(=O)c1cccc(Cl)c1)N1CCCC1 (stereo not drawn)
-5%	-4%	5%	COc1ccc(C(=O)Nc2cccc(/C=C(/CCC(=O)O)c3nc4ccccc4s3)c2)cc1
-8%	-10%	0%	COc1ccccc1N1CCN(C(=O)c2cccc(S(=O)(=O)N3c4ccccc4CC3C)c2)CC1 (stereo not drawn)
-4%	8%	8%	CCN(Cc1ccccc1)c1ccccc1
-5%	-20%	11%	COC(C/C=C\C(=O)[C@H](C)OCc1ccccc1)OC
-4%	6%	-7%	COc1ccc(Cl)cc1NC(=O)CN1CCN(C(=O)N2CCOCC2)CC1
4%	-3%	-4%	CN(C)c1cc(-c2cccc(C(F)(F)F)c2)oc(=O)c1Cl
-1%	-1%	2%	C=CCn1c(SCC(=O)N(CC)C2CCS(=O)(=O)C2)nc2scc(-c3ccccc3)c2c1=O (stereo not drawn)
0%	8%	10%	CCCCN1C(=O)C(=O)NC[C@@H]1CCCCN
-6%	2%	5%	CCC(=O)N1CCN(c2cc3c(cc2F)c(=O)c(C(=O)O)cn3CC)CC1
1%	0%	-2%	CCCn1c(C)c(C(=O)OCC)c(O)c(-c2ccccc2)c1=O
-5%	27%	-2%	O=C(Cc1cccc(NC(=O)C2CCCN(C(=O)C3CCCC3)C2)c1)Nc1cccc(C(=O)N2CCCCC2)c1 (stereo not drawn)
-1%	-28%	-7%	CN(CC(=O)Nc1c(Cl)cccc1Cl)C(=O)CNC(=O)c1sc2ccccc2c1Cl
-1%	20%	-1%	CC[C@H](C)[C@H]1CNC(=S)N1CC1CCN(CCC(C)(C)C)CC1
-2%	5%	4%	CCC1=CC(c2ccccc2)n2ncnc2N1 (stereo not drawn)
1%	1%	4%	Cc1ccccc1N=C1Nc2ccccc2N[C@]12C[C@H]1CCC(=O)N3CC[C@@H](C2)[C@@H]13
1%	0%	-9%	CC(NC(C(=O)c1ccccc1)c1ccccc1)c1ccccc1 (stereo not drawn)

Rewritten field by field: 3 of the compounds above.
O=C1CC[C@@H]2CC3(C[C@@H]4CCN1[C@H]24)Nc1cc([N+](=O)[O-])ccc1NC3=NC1CCCCC1 (stereo partly drawn)
  TSG101-PTAP inh = -4% | uPA generation = -6% | TCR act = -5%
O=[N+]([O-])c1ccc(NN=Cc2ccccc2O)nc1
  TSG101-PTAP inh = -2% | uPA generation = -10% | TCR act = 2%
CN(C)/N=C/C=C1\CC/C(=C\c2ccc(F)c(F)c2)C1=O
  TSG101-PTAP inh = -1% | uPA generation = 2% | TCR act = 1%

Remaining list, next part
TSG101-PTAP inh	uPA generation	TCR act	Molecule
-2%	4%	0%	NC(N)=NCCCS(=O)(=O)Nc1ccc(Nc2c3ccccc3nc3cc([N+](=O)[O-])ccc23)cc1
-2%	-2%	-6%	Clc1ccc(CNCC2CCCO2)c(Cl)c1 (stereo not drawn)
0%	6%	-5%	Cc1cccc(NC(=O)c2ccc(S(=O)(=O)N3CCCCC3C)cc2)n1 (stereo not drawn)
-9%	-2%	0%	c1ccc(OCCOCCOc2ccccc2)cc1
1%	13%	11%	CCOc1ccc(N2C(=O)C(C)CNC2=S)cc1 (stereo not drawn)
-1%	-1%	0%	COc1cc(/C=N/NC(=O)c2cc(-c3ccccc3C)nc3ccccc23)cc(OC)c1O
-1%	9%	2%	O=c1onc(-c2ccccc2Cl)n1-c1ccccc1Cl
-2%	2%	-6%	CCC1(CC)C(=O)C2=C3C1[C@H](C(=O)OC)CC(C(=O)OC)C[C@H]3n1c(=O)n(C)c(=O)n1[C@H]2C (stereo partly drawn)
-9%	-1%	3%	COc1ccc(CCNC(=O)c2cccc([N+](=O)[O-])c2)cc1OC
-2%	-14%	0%	NC(=O)c1ncn([C@@H]2O[C@H](CNS(=O)(=O)c3cc4ccccc4s3)[C@@H](O)[C@H]2O)n1
0%	-1%	4%	COc1c(NC(C)=O)c2c(c([N+](=O)[O-])c1OC)C(=O)OC2
0%	2%	-1%	COc1ccc(O)c(CN2CC3CCC(CC3)C2)c1
-4%	0%	-11%	COc1ccc(NC(=S)NCCN2CCOCC2)c(OC)c1
1%	-3%	16%	O=C(c1ccc([N+](=O)[O-])cc1)N1CCc2ccccc21
-4%	-4%	-3%	O=c1c2ccccc2nc2n1CC/C2=C\N1CCN(c2ccc([N+](=O)[O-])cc2)CC1
0%	11µM*	-1%	COC(C/C=C/C(=O)[C@H](C)OCc1ccccc1)OC
-1%	-10%	-16%	Cc1ccc(S(=O)(=O)N2CCOCC2)cc1C(=O)N1CCN(S(=O)(=O)c2ccccc2F)CC1
-1%	4%	6%	Cc1noc(COc2ccccc2OCC(N)=O)n1
0%	11%	3%	N#CCCn1nc2c(c1N)CCC2
-2%	-11%	0%	COc1ccc(-c2cc(=O)c3c(C)cc(O)cc3o2)cc1
-4%	8%	-1%	O=C(N/N=C/c1cc(Br)c(O)c([N+](=O)[O-])c1)C(O)(c1ccccc1)c1ccccc1
-7%	-7%	-8%	COc1cc(N2C(=O)C=CC2=O)ccc1N1C(=O)C=CC1=O
-2%	-2%	4%	COc1ccc(-c2nnn(CCc3nn[nH]n3)n2)cc1
-3%	-2%	-3%	COc1ccc(C2C3=C(CC(C)(C)CC3=O)Oc3ncn4nc(-c5cccnc5)nc4c32)cc1 (stereo not drawn)
0%	11%	3%	CN(C(=O)c1cccc(NC(=O)Cc2ccc(NC(=O)C3CCN(C(=O)C4CCCC4)CC3)cc2)c1)C1CCCCC1
-1%	-2%	-9%	OC[C@H]1O[C@@](CO)(O[C@H]2O[C@H](CO)[C@@H](O)[C@H](O)[C@H]2O)[C@@H](O[C@H]2O[C@H](CO)[C@@H](O)[C@H](O)[C@H]2O)[C@@H]1O
0%	5%	3%	O=C(NCCCCc1ccccc1)c1ccc(F)cc1
-2%	8%	0%	CC1(c2nnc(-c3ccc(Cl)cc3)o2)CC(c2cccnc2)=NO1 (stereo not drawn)
0%	-49%	-18%	Nc1nc(N)nc(-c2cc(Cl)ccc2Cl)n1
-2%	-24%	4%	CCOc1ccccc1N1CC(C(=O)Nc2cc(S(=O)(=O)N3CCOCC3)ccc2OC(C)C)CC1=O (stereo not drawn)

7 compounds picked at random from those above:
TSG101-PTAP inh	uPA generation	TCR act	Molecule
-2%	-2%	4%	COc1ccc(-c2nnn(CCc3nn[nH]n3)n2)cc1
-9%	-2%	0%	c1ccc(OCCOCCOc2ccccc2)cc1
-1%	-2%	-9%	OC[C@H]1O[C@@](CO)(O[C@H]2O[C@H](CO)[C@@H](O)[C@H](O)[C@H]2O)[C@@H](O[C@H]2O[C@H](CO)[C@@H](O)[C@H](O)[C@H]2O)[C@@H]1O
0%	2%	-1%	COc1ccc(O)c(CN2CC3CCC(CC3)C2)c1
1%	13%	11%	CCOc1ccc(N2C(=O)C(C)CNC2=S)cc1 (stereo not drawn)
-2%	2%	-6%	CCC1(CC)C(=O)C2=C3C1[C@H](C(=O)OC)CC(C(=O)OC)C[C@H]3n1c(=O)n(C)c(=O)n1[C@H]2C (stereo partly drawn)
-7%	-7%	-8%	COc1cc(N2C(=O)C=CC2=O)ccc1N1C(=O)C=CC1=O

Next part:
TSG101-PTAP inh	uPA generation	TCR act	Molecule
-3%	-9%	-1%	CC1(C)CC[C@]2(C(=O)n3ccnc3)CC[C@]3(C)[C@H](C(=O)C=C4[C@@]5(C)C=C(C#N)C(=O)C(C)(C)[C@@H]5CC[C@]43C)[C@@H]2C1
0%	-5%	-6%	CC1CCC(=NO)C(=NO)C1 (stereo not drawn)
-4%	-12%	-6%	CCC1CN2CCc3cc(OC)c(OC)cc3C2CC1CC1c2cc(OC)c(OC)cc2CCN1C(=O)C(Cc1c[nH]c2ccccc12)NC(=O)OC(C)(C)C (stereo not drawn)
0%	-7%	-3%	CCCn1c(C)cc(C(=O)CN2C(=O)c3ccccc3C2=O)c1C
2%	-3%	0%	CC(NC(=O)c1ccccc1Br)C1CC2CCC1C2 (stereo not drawn)
-4%	-1%	9%	CCOC(=O)C(C(=O)Cc1ccccc1)c1ccccc1 (stereo not drawn)
-2%	-7%	2%	O=C(Nc1ccc2ccccc2c1[N+](=O)[O-])c1ccccc1
0%	3%	0%	CC(NC(=O)C(c1ccccc1)c1ccccc1)c1ccccc1 (stereo not drawn)
-3%	1%	-8%	Cc1ccc(S(=O)(=O)N2CCN(C(=O)CN(Cc3ccco3)Cc3cccs3)CC2)cc1
-7%	-10%	1%	O=C1C(O)=CC(=C(c2ccccc2)c2ccccc2)c2ccccc21
-2%	5%	-12%	O=C1C2C3C=CC(O3)C2C(=O)N1N=Cc1cccc2ccccc12 (stereo not drawn)
0%	?	-2%	Cc1cccc(C(=O)N2[C@@H](C(C)C)COc3cc(Br)ccc3S2(=O)=O)c1
-3%	-4%	-13%	Clc1ccccc1CSc1cnnc2ccccc12
-3%	-2%	1%	CCn1c(SCc2c(Cl)cccc2Cl)nc2nc3c(cc2c1=O)CCCC3
-5%	2%	-4%	CCOc1nc(OCC)c2[nH]c(C(=O)O)c(Br)c2n1
0%	-2%	2%	CC(=O)Nc1ncc(Sc2ccc([N+](=O)[O-])cc2)s1
-5%	-2%	0%	COc1ccc(CCN2CC(C(=O)OCc3ccccc3Cl)CC2=O)cc1OC (stereo not drawn)
-3%	3%	-1%	COC1=NC2=NCCN2C(OC)=N1
-2%	-2%	-6%	Cc1ccncc1CNC(=O)c1ccccc1
-4%	-1%	-1%	COc1ccc2c(c1OC)OCC2C (stereo not drawn)
-2%	-5%	-3%	O=C(O)C[C@H]1c2ccc(C(F)(F)F)cc2S(=O)(=O)N1C1CCCCC1
-3%	-4%	-1%	CCOC(=O)C(Cc1ccnc2ccccc12)=NO
-2%	9%	7%	Fc1ccc(-c2ccc3c(c2)C2CC3CCN2Cc2ccc3c(c2)OCO3)cc1 (stereo not drawn)
2%	-5%	0%	CC(=O)C[C@H]1c2ccccc2S(=O)(=O)N1C1CCCCC1
-1%	7%	-6%	C=C1CC(COc2cc(=O)oc3ccccc23)(c2ccccc2)OC1=O (stereo not drawn)
-6%	1%	3%	O=C(c1ccco1)N1CCN(C(c2coc3ccc(Cl)cc3c2=O)c2nnnn2C2CCCC2)CC1 (stereo not drawn)
-2%	1%	-4%	CCCCn1cnc2c(SCc3ccccc3Cl)nc(N)nc21
-1%	-10%	-1%	O=C1C(=O)c2ccccc2C(O)=C1CC=C(Cl)Cl
-5%	3%	9%	CC(C)CC(=O)Nc1ccnn1C1CCN(C(=O)c2ccccc2F)CC1
0%	5%	-3%	Cc1cc2oc3ccc(NCCCN4CCOCC4)cc3c(=O)c2cc1C
-1%	0%	-4%	Cc1ccc(CN2C(=O)COc3cc(NS(C)(=O)=O)ccc32)cc1
-5%	0%	4%	O=C(CS(=O)(=O)c1cn(CC(=O)N2CCOCC2)c2ccccc12)NCc1ccccc1
-5%	0%	-12%	CCc1ccc(NC(=O)CN2CCN(c3ccc(OC)cc3)CC2)cc1
1%	3%	0%	CC(C)Cn1cnc2c(SCc3ccc(Cl)cc3)nc(N)nc21
-8%	2%	10%	Cc1cccc2cc(CN(Cc3nnnn3C3CCCC3)C3CCCCC3)c(=O)[nH]c12
2%	3%	-3%	COc1ccc(CC(=O)NCCCCc2ccccc2)cc1OC
